# NCI-60 one-dose screen, 48 h, at 10 µM unless noted. Numbers give growth in % (100 = growth as untreated, 0 = no growth, -100 = all killed).
# HCC-2998 – HCC-2998 colon cancer. actives 4.7% (n = 79,000). AID 1794799
# OVCAR-3 – OVCAR-3 ovarian cancer; actives 7% (n = 79,000); AID 1794787
# DU-145 – DU-145 prostate cancer; actives 4.2% (n = 81,000)
# OVCAR-4 – OVCAR-4 ovarian cancer cells | actives 3.7% (n = 80,000)
# SW-620 – SW-620 colon cancer; actives 5.2% (n = 82,000)
# OVCAR-8 – OVCAR-8 ovarian cancer. actives 4.4% (n = 81,000)
# PC-3 – PC-3 prostate cancer cells | actives 3.9% (n = 80,000) | AID 1794754
# KM12 – KM12 colon cancer cells; actives 5% (n = 82,000); AID 1794800
# OVCAR-5 – OVCAR-5 ovarian cancer | actives 2.9% (n = 82,000) | AID 1794783
# Starred values were filed as active, the others as inactive; . = no result given. The calls were made as follows: active = growth percent below 10; inactive = the rest. Not a hit list. Share with any hit: about 10%.
# Values run as follows: HCC-2998	OVCAR-3	DU-145	OVCAR-4	SW-620	OVCAR-8	PC-3	KM12	OVCAR-5
CN1c2ccccc2S(=O)(=O)n2c(SCC(=O)Nc3nc4ccc(F)cc4s3)nnc21
    128	124	125	112	107	97	88	98	113
COc1ccc(/C(=N\O)c2cc(C)c(OC)c(C)c2)cc1O
    26	10	29	67	31	15	38	15	47
COc1ccc(-c2cs/c(=N\N=C\c3ccc(Cl)cc3)n2/N=C/c2ccc(Cl)cc2)cc1
    85	101	107	102	96	67	88	102	93
C=CC(=O)Nc1cccc(Nc2nc(Nc3ccc(OCCOC(F)F)cc3)ncc2F)c1
    36	48	35	41	19	46	41	37	46
c1ccc(-c2c[nH]c3c(N4CCCCC4)ncnc23)cc1
    94	106	92	95	98	82	62	78	99
CCc1ccc([C@@H]2CN(C)[C@]3(C(=O)NC4C=CC=C[C@H]43)[C@@]23NC(=S)N(c2ccc(F)c(Cl)c2)C3=O)cc1 (stereo partly drawn)
    103	102	104	108	102	83	62	99	103
CCc1c(C)c2ccc3c(c2oc1=O)N=C(c1ccc(Br)cc1)CO3
    101	110	106	109	100	94	90	95	108
COc1cc(-c2nc(-c3ccccc3)[nH]c2-c2ccnc(NCCCNS(=O)(=O)c3cccc(F)c3)n2)ccc1Cl
    55	41	54	56	71	32	25	40	88
Brc1ccc(SSc2ccc(Br)cc2)cc1
    94	85	94	91	84	84	40	57	91
C=C1CC[C@@H]2[C@]3(C)COC(c4cn(-c5ccccc5)nc4-c4cccc([N+](=O)[O-])c4)O[C@@H]3CC[C@@]2(C)[C@@H]1C/C=C1/C(=O)OC[C@H]1O (stereo partly drawn)
    -86*	15	44	14	.	-38*	17	7.7*	-24*
CC1(C)N=C(N)N=C(N)N1c1ccc(S(=O)(=O)Nc2ccccn2)cc1
    104	104	104	97	98	99	107	102	95
O=C1NC(=O)C(Cn2cnc3ccccc32)C(=O)N1
    118	101	115	102	101	96	98	100	108
COC1OC(CO)C(OC)C(O)C1NC(O)COCCOC(O)CNC(=S)N=Nc1c(O)[nH]c2ccccc12 (stereo not drawn)
    111	104	107	106	102	104	97	103	106
COc1ccc(-n2c(CSc3ccc(Cl)cc3)n[nH]c2=S)cc1
    104	110	112	99	105	107	109	97	116
Cn1c(=O)c2[nH]c(Cc3ccc(N)cc3)nc2n(C)c1=O
    102	105	114	108	105	98	91	104	101
CCN(CC)CC(C)(O)CNc1cc(OC)cc2cccnc12 (stereo not drawn)
    108	93	106	93	75	82	92	103	108
COC(=O)C(C)NS(=O)(=O)/N=C1\NC(=O)NC1=C(Cl)Cl (stereo not drawn)
    113	117	109	113	124	100	93	105	99
Clc1nc2ccccc2cc1-c1nnc(-c2cccnc2)o1
    105	107	116	115	111	101	105	116	110
CCc1ccc2nc(NC(=O)Cc3ccc(NC(C)=O)cc3)sc2c1
    109	102	103	.	124	104	92	105	94
CCCCCc1cc[n+](CC(O)c2ccccc2)cc1 (stereo not drawn)
    89	97	105	96	110	104	69	91	89

# Values run as follows: HCC-2998	OVCAR-3	DU-145	OVCAR-4	SW-620	OVCAR-8	PC-3	KM12	OVCAR-5
C#CCOc1ccccc1C(Nc1ccc([N+](=O)[O-])cc1)c1nnnn1C1CCCCC1 (stereo not drawn)
    98	102	102	86	96	92	66	87	90
Nc1cccc(-c2nc(N3CCOCC3)c3c4c(sc3n2)CCCC4)c1
    107	94	96	94	105	95	82	82	95
CCN(CC)CCCNc1cccc2c(SCc3ccccc3)ccnc12
    25	37	-23*	104	55	90	18	34	107
CCCCCCCCCCCCCCCCCC1=NCCCN1CCO
    93	114	108	112	99	101	96	106	98
COc1cc(-c2nc3ccccc3s2)cc(CN2CCN(c3ccccc3)CC2)c1O
    93	91	90	.	85	84	78	96	111
CCOC(=O)C(=Cc1cccc(Cl)c1)C(=O)OCC
    77	34	28	60	-47*	-8.3*	25	18	14
COC(=O)CCCCCCCCCCBr
    97	100	108	104	107	103	95	96	118
OC(c1ccccc1)(c1cccnc1)C(O)(c1ccccc1)c1cccnc1 (stereo not drawn)
    101	110	116	105	81	112	88	99	85
O=C(Cn1c2c(sc1=O)[C@H]1[C@@H](O)[C@@H](O)[C@H](O)[C@@H]1CS2)Nc1ccc(F)cc1
    120	111	115	104	108	108	.	102	106
OCCNc1nc(O)c(/C=c2\ccc3c(c2)N=CC=3)s1
    108	106	105	99	103	113	101	100	106
O=C(O)c1cn(C2CC2)c2cc(N3CCN(C(=O)c4cc(-c5ccc(Cl)cc5)nc5ccccc45)CC3)c(F)cc2c1=O
    99	100	105	99	97	90	71	102	98
O=C(O)c1ccc(OCCOc2ccccc2)cc1
    80	98	103	97	124	105	96	102	101
O=c1cc(N2CCOCC2)oc2cc(-c3cc4ccccc4o3)ccc12
    102	100	86	95	102	91	80	95	98
Cc1ccc2[nH]c(=O)cc(-n3ncc(C#N)c3N)c2c1
    127	108	112	105	103	109	100	104	104
c1ccc(CN=C(Nc2ccc(C3=NCCN3)cc2)c2cccc(C(=NCc3ccccc3)Nc3ccc(C4=NCCN4)cc3)c2)cc1
    111	.	.	112	108	112	105	.	101
CC/C(=C/c1cc(OC)ccc1O)c1ccc2cc(OC)ccc2[o+]1
    82	21	69	90	33	87	40	46	83
CC1CCc2c(sc3nc(SCC(=O)NNC(=S)Nc4ccccc4)n(-c4ccccc4)c(=O)c23)C1 (stereo not drawn)
    106	110	102	100	101	95	84	99	103
O=C(NOC1OC(CO)C(O)C(O)C1O)Nc1ccccc1 (stereo not drawn)
    .	105	108	105	106	103	93	105	100
CCCCCCN(CCCCCC)c1ccc(/C=C2/SC(=O)N(c3nc(N4CCCC4)nc(N4CCCC4)n3)C2=O)c(C)c1
    42	63	77	52	73	66	53	53	104
N#Cc1ccc(-c2nn(-c3ccc(C(=O)O)cc3)cc2CNc2ccc(Cl)cc2)cc1
    89	70	98	85	87	74	65	67	111

# Values run as follows: HCC-2998	OVCAR-3	DU-145	OVCAR-4	SW-620	OVCAR-8	PC-3	KM12	OVCAR-5
N#C/C(=C\c1ccc(O)cc1)c1nc2ccccc2s1
    121	100	118	84	106	87	101	98	107
CC(C)(C)c1cc(/N=C/c2ccc(F)cc2)n(-c2ccccc2)n1
    112	140	117	96	97	101	104	101	103
Clc1cncc(Nc2ncnc3ccc(-c4cnc5[nH]ccc5c4)cc23)c1
    80	77	86	79	98	85	74	77	88
CCOC(=O)c1nc(Oc2ccc(NC(=O)Nc3ccc(C)c(Cl)c3)cc2)c2ccccc2n1
    120	118	102	118	98	109	107	101	85
Fc1cccc(CNc2c3ccccc3nc3ccccc23)c1F
    58	86	77	50	41	51	57	87	73
CCOC(=O)Nc1cc(F)c(F)cc1F
    101	.	106	99	107	100	99	103	99
N#Cc1c(N)oc2c(-c3ccccc3)c3c(C#N)c(N)oc3cc12
    98	103	110	103	93	100	89	104	101
Cc1ccc(S(=O)(=O)NC2c3ccccc3Oc3ccccc32)cc1
    107	96	107	97	86	87	89	95	104
CCC/C(=C\c1ccc(OCOC)c(OCOC)c1)C(=O)NC(Cc1ccccc1)C(=O)C(=O)NCc1ccccc1 (stereo not drawn)
    125	94	107	85	115	93	80	103	101
COC(=O)/C=C1/S/C(=N\N=C\c2ccc(OCC(F)(F)F)cc2)N(c2ccccc2)C1=O
    105	102	93	93	88	65	102	94	102
CCCCCCCCCCCCCCCCCCNC(=S)/N=C/c1c(O)c2ccccc2[nH]c1=O
    81	96	.	83	96	103	87	91	79
COc1cc(NC(C)CCCN)c2nc(C)ccc2c1Oc1ccc(F)cc1 (stereo not drawn)
    22	71	100	63	67	77	64	79	83
CCCn1cnc2c(c1=N)C(c1ccc(Cl)cc1)c1sc3c(CC)cccc3c1O2 (stereo not drawn)
    18	6.2*	14	89	25	20	3.9*	16	29
CN(C)c1ccc(CSc2ccc(Cl)cc2)cc1
    .	104	95	88	100	100	80	84	100
C=C1CC[C@@H]2[C@](C)(COC(C)=O)[C@H](OC(C)=O)CC[C@@]2(C)[C@@H]1CC(NCCCCCCCCCCCCCCCCCC)C1=CCOC1=O (stereo partly drawn)
    114	103	109	114	101	105	90	108	108
CCn1c(NNC(=S)Nc2ccc(F)cc2)nc2c1c(=O)n(C)c(=O)n2C
    102	115	110	94	109	100	101	99	110
Cc1ccc(NC(=O)N=Nc2c(O)[nH]c3ccccc23)c(C)c1
    84	90	104	109	91	94	85	96	89
N#C/C(=C\c1ccc(F)cc1)C(=O)O
    109	107	107	109	104	109	100	106	105
Cc1ccc(-n2cnc3c(Nc4ccccn4)nc(Cl)nc32)c(C)c1
    103	104	106	105	101	104	97	104	97
O=c1c(-c2nc3ccccc3[nH]2)cc2ccccc2n1Cc1cn(Cc2ccc([N+](=O)[O-])cc2)nn1
    99	82	54	55	45	85	64	91	107

# Values run as follows: HCC-2998	OVCAR-3	DU-145	OVCAR-4	SW-620	OVCAR-8	PC-3	KM12	OVCAR-5
COc1cc(C2=N/C(=C\c3cc4ccccc4nc3Oc3ccccc3)C(=O)N2C(=N)N)cc(OC)c1OC
    75	77	80	24	88	33	70	80	81
COc1cc(Cn2c(-c3nonc3N)nc3ccccc32)ccc1C
    23	-35*	14	63	31	32	24	.	34
CN1CCCc2cc3c(cc21)oc1ccccc13
    100	89	101	92	90	105	95	91	113
Clc1ccc(Nc2ncnc3c2sc2ncccc23)c(Cl)c1
    60	56	20	85	48	4.3*	50	51	59
N#CC(Cc1ccccc1)c1ccccc1 (stereo not drawn)
    93	109	108	113	117	115	93	101	103
CCc1cccc(CC)c1NC(=O)c1ccccc1Br
    87	99	112	100	107	107	95	99	103
Cc1nc2oc3ccccc3c(=O)c2cc1C(=O)NCc1ccccc1
    38	93	77	68	72	90	91	31	82
c1ccc(NN=C2c3ccccc3-c3ccccc32)cc1
    51	98	108	67	95	94	82	59	75
Cc1ccc(Br)cc1C(=O)O
    102	111	111	108	123	97	112	106	114

# 20 entries from above, with tabs:
smiles	HCC-2998	OVCAR-3	DU-145	OVCAR-4	SW-620	OVCAR-8	PC-3	KM12	OVCAR-5
O=C1NC(=O)C(Cn2cnc3ccccc32)C(=O)N1	118	101	115	102	101	96	98	100	108
COC1OC(CO)C(OC)C(O)C1NC(O)COCCOC(O)CNC(=S)N=Nc1c(O)[nH]c2ccccc12 (stereo not drawn)	111	104	107	106	102	104	97	103	106
COc1ccc(-n2c(CSc3ccc(Cl)cc3)n[nH]c2=S)cc1	104	110	112	99	105	107	109	97	116
Cn1c(=O)c2[nH]c(Cc3ccc(N)cc3)nc2n(C)c1=O	102	105	114	108	105	98	91	104	101
CCN(CC)CC(C)(O)CNc1cc(OC)cc2cccnc12 (stereo not drawn)	108	93	106	93	75	82	92	103	108
COC(=O)C(C)NS(=O)(=O)/N=C1\NC(=O)NC1=C(Cl)Cl (stereo not drawn)	113	117	109	113	124	100	93	105	99
Clc1nc2ccccc2cc1-c1nnc(-c2cccnc2)o1	105	107	116	115	111	101	105	116	110
CCc1ccc2nc(NC(=O)Cc3ccc(NC(C)=O)cc3)sc2c1	109	102	103	.	124	104	92	105	94
CCCCCc1cc[n+](CC(O)c2ccccc2)cc1 (stereo not drawn)	89	97	105	96	110	104	69	91	89
C#CCOc1ccccc1C(Nc1ccc([N+](=O)[O-])cc1)c1nnnn1C1CCCCC1 (stereo not drawn)	98	102	102	86	96	92	66	87	90
Nc1cccc(-c2nc(N3CCOCC3)c3c4c(sc3n2)CCCC4)c1	107	94	96	94	105	95	82	82	95
CCN(CC)CCCNc1cccc2c(SCc3ccccc3)ccnc12	25	37	-23*	104	55	90	18	34	107
CCCCCCCCCCCCCCCCCC1=NCCCN1CCO	93	114	108	112	99	101	96	106	98
COc1cc(-c2nc3ccccc3s2)cc(CN2CCN(c3ccccc3)CC2)c1O	93	91	90	.	85	84	78	96	111
CCOC(=O)C(=Cc1cccc(Cl)c1)C(=O)OCC	77	34	28	60	-47*	-8.3*	25	18	14
COC(=O)CCCCCCCCCCBr	97	100	108	104	107	103	95	96	118
OC(c1ccccc1)(c1cccnc1)C(O)(c1ccccc1)c1cccnc1 (stereo not drawn)	101	110	116	105	81	112	88	99	85
O=C(Cn1c2c(sc1=O)[C@H]1[C@@H](O)[C@@H](O)[C@H](O)[C@@H]1CS2)Nc1ccc(F)cc1	120	111	115	104	108	108	.	102	106
OCCNc1nc(O)c(/C=c2\ccc3c(c2)N=CC=3)s1	108	106	105	99	103	113	101	100	106
O=C(O)c1cn(C2CC2)c2cc(N3CCN(C(=O)c4cc(-c5ccc(Cl)cc5)nc5ccccc45)CC3)c(F)cc2c1=O	99	100	105	99	97	90	71	102	98

# Part of the list above in order of formula weight, lowest first:
# Values run as follows: HCC-2998	OVCAR-3	DU-145	OVCAR-4	SW-620	OVCAR-8	PC-3	KM12	OVCAR-5
CN(C)c1ccc(CSc2ccc(Cl)cc2)cc1
    .	104	95	88	100	100	80	84	100
Cn1c(=O)c2[nH]c(Cc3ccc(N)cc3)nc2n(C)c1=O
    102	105	114	108	105	98	91	104	101
COc1ccc(-c2cs/c(=N\N=C\c3ccc(Cl)cc3)n2/N=C/c2ccc(Cl)cc2)cc1
    85	101	107	102	96	67	88	102	93

# Compound activity as filed in PubChem.
